STK33 inh: STK33 kinase inhibitors, primary screen, biochemical, luminescence, ADP-Glo, MBP substrate; Serine/threonine-protein kinase 33 (Homo sapiens), Q9BYT3; inhibition, % at 12.5 µM; 0.44% of 27,000 active; AID 2322, 2010; in the data active = inhibition above about 20%; inconclusive = no clear call, values can overlap the other calls
Target sequence (Q9BYT3 whole entry, looked up): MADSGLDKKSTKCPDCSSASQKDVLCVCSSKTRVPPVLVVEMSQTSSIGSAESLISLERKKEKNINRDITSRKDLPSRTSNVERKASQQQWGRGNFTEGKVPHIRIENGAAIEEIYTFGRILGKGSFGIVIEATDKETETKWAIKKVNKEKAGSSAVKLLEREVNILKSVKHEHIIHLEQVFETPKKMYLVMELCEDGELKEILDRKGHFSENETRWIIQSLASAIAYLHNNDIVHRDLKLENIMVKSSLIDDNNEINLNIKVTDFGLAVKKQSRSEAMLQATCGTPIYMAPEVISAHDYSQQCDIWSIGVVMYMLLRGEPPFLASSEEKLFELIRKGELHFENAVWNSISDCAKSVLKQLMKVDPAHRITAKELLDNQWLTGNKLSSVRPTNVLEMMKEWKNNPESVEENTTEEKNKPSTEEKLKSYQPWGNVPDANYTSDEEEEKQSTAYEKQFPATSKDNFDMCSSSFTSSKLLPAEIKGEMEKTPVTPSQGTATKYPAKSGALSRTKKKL
p53 PUMA act: mutant p53 pathway re-activators, primary screen, cell-based, SW480, luciferase, single point, HTS; SW480 PUMA-promoter luciferase, p53 mutant reactivation; activation, % at 9.98 µM; 1.5% of 28,000 active; in the data active = activation above about 52%; inconclusive = no clear call, values can overlap the other calls
* = called active by the depositor; ? = inconclusive; . = no result given. Only part of the results is shown; count on the stated rates, not on these rows.

SMILES	STK33 inh	p53 PUMA act
OC(COc1ccc2ccccc2c1Br)Cn1cnc(-c2ccccc2)c1 (stereo not drawn)	1	5
COc1ccc(CN(C)C[C@H]2Oc3ccc(NS(=O)(=O)c4ccc(Cl)cc4)cc3C(=O)N([C@H](C)CO)C[C@H]2C)cc1	.	-4
CC(C)(C)c1ccc(OCC(=O)Nc2ccccc2-c2nc3ccccc3s2)cc1	-2	11
COC(=O)c1c(C)oc2cc(Br)c(OCC(=O)c3ccc(F)cc3)cc12	0	-2
C[C@H]1CN([C@@H](C)CO)C(=O)c2cccc(NC(=O)c3ccncc3)c2O[C@@H]1CN(C)C	.	-4
C[C@@H]1CCCCO[C@@H](CN(C)C(=O)Cc2ccccc2)[C@H](C)CN([C@@H](C)CO)C(=O)c2cc(NC(=O)c3ccncc3)ccc2O1	.	0
Cc1cc(C)cc(N(C(C)C(=O)Nc2cccc(Br)c2)S(C)(=O)=O)c1 (stereo not drawn)	1	-15
C[C@H](CO)N1C[C@H](C)[C@H](CN(C)C(=O)OCc2ccccc2)OCc2cn(nn2)CCCC1=O	6	15
C[C@@H]1CCCCO[C@H](CN(C)Cc2ccc(Cl)c(Cl)c2)[C@@H](C)CN([C@H](C)CO)C(=O)c2cc(NS(C)(=O)=O)ccc2O1	2	.
C[C@@H]1CN([C@@H](C)CO)C(=O)Cc2cc(NC(=O)Nc3ccc(F)cc3)ccc2O[C@@H]1CN(C)C(=O)Nc1ccc(C(F)(F)F)cc1	1	.
C[C@@H]1CN([C@@H](C)CO)C(=O)c2cc(NC(=O)NC3CCCCC3)ccc2O[C@H]1CN(C)C(=O)NC1CCCCC1	1	10
CC(=O)O[C@]1(C(C)=O)CC[C@H]2[C@@H]3C=C(C)C4=CC(=O)CC[C@]4(C)[C@H]3CC[C@@]21C	0	-1
C[C@@H]1CN([C@H](C)CO)C(=O)Cc2cc(NS(=O)(=O)c3ccccc3)ccc2O[C@@H]1CN(C)S(=O)(=O)c1cn(C)cn1	0	.
CC(C)Oc1ccc(NC(=O)CCN2C(=O)c3ccccc3C2=O)cc1	-3	19
C=CCNC(=O)[C@H]1[C@@H]2C(=O)O[C@@H](c3ccccc3)[C@@H](c3ccccc3)N2[C@@H](c2ccccc2OCCO)[C@]12C(=O)N(C(=O)OCCOC)c1ccc(C#Cc3ccc(OC)cc3)cc12	12	.
Nc1cc(=O)[nH]c(SCC(=O)N2CCN(c3ccccc3)CC2)n1	2	7
O=C(NCc1c(OC(=O)c2ccccc2[N+](=O)[O-])ccc2ccccc12)c1ccccc1	0	15
O=C(CSc1n[nH]c(-c2ccc(Cl)cc2Cl)n1)Nc1ccc(F)cc1	4	-2
Cn1ccnc1SCC(=O)Nc1cccc(F)c1	-2	16
C[C@H](O)C#Cc1cnc2c(c1)C(=O)N([C@@H](C)CO)C[C@@H](C)[C@@H](CN(C)C(=O)c1ccccc1)O2	.	9
COc1ccccc1CC(=O)Nc1ccc(-c2nnc(-c3ccc(C)cc3)o2)cc1	7	-31
C[C@H]1CN([C@@H](C)CO)C(=O)Cc2cc(NC(=O)Cn3cnnn3)ccc2O[C@@H]1CN(C)Cc1ccc(Cl)c(Cl)c1	-2	.
COC(=O)c1ccccc1-n1c(CCC(=O)O)ccc1-c1ccccc1	-7	-12
C[C@@H]1CCCCO[C@@H](CN(C)Cc2ccc(C(=O)O)cc2)[C@@H](C)CN([C@H](C)CO)C(=O)c2cc(NC(=O)Cc3ccccc3)ccc2O1	0	.
Cc1onc(NC(=O)NC(=O)c2ccccc2F)c1Br	.	?
O=c1occ(CO)c(O)c1CN1CCc2ccccc2C1	.	-6
CC(C)NC(=O)N(C)C[C@H]1Oc2ccc(NC(=O)CCC(F)(F)F)cc2C(=O)N([C@H](C)CO)C[C@H]1C	.	3
N#Cc1cnc(SCC(=O)Nc2ccccc2F)nc1N	-1	14
COC(=O)C1=C(C)Nc2ncnn2C1c1ccccc1[N+](=O)[O-] (stereo not drawn)	-7	-8
COc1ccc(NC(=O)Nc2cccc3c2O[C@H](CN(C)S(=O)(=O)c2ccc(Cl)cc2)[C@H](C)CN([C@H](C)CO)C3=O)cc1	.	-3

Sorted by formula weight (lowest first): part of the list above.
SMILES	STK33 inh	p53 PUMA act
COC(=O)C1=C(C)Nc2ncnn2C1c1ccccc1[N+](=O)[O-] (stereo not drawn)	-7	-8
Nc1cc(=O)[nH]c(SCC(=O)N2CCN(c3ccccc3)CC2)n1	2	7
COc1ccccc1CC(=O)Nc1ccc(-c2nnc(-c3ccc(C)cc3)o2)cc1	7	-31
CC(C)NC(=O)N(C)C[C@H]1Oc2ccc(NC(=O)CCC(F)(F)F)cc2C(=O)N([C@H](C)CO)C[C@H]1C	.	3
C[C@H]1CN([C@@H](C)CO)C(=O)Cc2cc(NC(=O)Cn3cnnn3)ccc2O[C@@H]1CN(C)Cc1ccc(Cl)c(Cl)c1	-2	.
C[C@@H]1CCCCO[C@@H](CN(C)Cc2ccc(C(=O)O)cc2)[C@@H](C)CN([C@H](C)CO)C(=O)c2cc(NC(=O)Cc3ccccc3)ccc2O1	0	.

(listing goes on)
SMILES	STK33 inh	p53 PUMA act
C[C@@H]1CCCCO[C@H](CN(C)Cc2ccc(Cl)c(Cl)c2)[C@@H](C)CN([C@H](C)CO)C(=O)c2cc(NS(=O)(=O)c3ccc(Cl)cc3)ccc2O1	4	.
O=C(CSc1nc2ccccc2[nH]1)Nc1cccc(Cl)c1Cl	2	0
O=C1O[C@@H](c2ccccc2)[C@@H](c2ccccc2)N2[C@@H](c3ccccc3OCCO)[C@]3(C(=O)Nc4ccc(C#CC5(O)CCCCCC5)cc43)[C@@H](C(=O)Nc3nc4ccccc4s3)[C@H]12	3	.
CC(C)CC#Cc1cnc2c(c1)C(=O)N([C@@H](C)CO)C[C@@H](C)[C@H](CN(C)C(=O)c1ccc3c(c1)OCO3)O2	.	7
COCCNC(=O)c1ccccc1-c1nc(-c2ccc(Cl)cc2)no1	2	59*
C[C@H]1CN([C@@H](C)CO)C(=O)Cc2cc(NC(=O)c3ccncc3)ccc2O[C@@H]1CN(C)C(=O)Nc1cccc2ccccc12	0	.
C[C@@H]1CN([C@H](C)CO)C(=O)c2cccc(NC(=O)c3ccncc3)c2O[C@H]1CN(C)Cc1ccc(Cl)c(Cl)c1	.	13
CS(=O)(=O)N(CC(=O)Nc1ccc2c(c1)OCCO2)C1CCCCC1	0	4
C/C(=C\Cc1c(O[C@@H]2O[C@H](CO)[C@@H](O)[C@H](O)[C@H]2O)ccc2ccc(=O)oc12)CO	-7	-36
COc1ccccc1C#Cc1cnc2c(c1)C(=O)N([C@@H](C)CO)C[C@@H](C)[C@H](CN(C)C(=O)CN(C)C)O2	.	-9
Cn1c(=O)c2c(nc(NCC3CCCO3)n2Cc2cccc(Br)c2)n(C)c1=O (stereo not drawn)	3	12
C[C@@H]1CN([C@H](C)CO)C(=O)Cc2cc(NC(=O)Nc3ccc4c(c3)OCO4)ccc2O[C@@H]1CN(C)C(=O)Nc1cccc2ccccc12	-1	-4
COCCCN1C(=O)[C@@]2(Cc3ccccc31)c1ccccc1C(=O)N(C1CCCCC1)[C@H]2c1ccc(CO)cc1	3	.
C[C@@H]1CN([C@@H](C)CO)C(=O)Cc2cc(NC(=O)CCC(F)(F)F)ccc2O[C@@H]1CN(C)C(=O)Nc1cccc2ccccc12	-2	-10
Cc1ccc(NC(=O)CN(c2ccc(F)c(Cl)c2)S(C)(=O)=O)cc1	-3	4
CCOC(=O)C(C(=O)Nc1ccc(Br)cc1)C1CCCCC1 (stereo not drawn)	.	4
Cc1noc(C)c1NC(=O)N(C)C[C@@H]1OCCCC[C@@H](C)Oc2ccc(NC(=O)Cc3ccccc3)cc2C(=O)N([C@@H](C)CO)C[C@@H]1C	.	2
COc1ccc(CN(C)C[C@@H]2OCCCC[C@@H](C)Oc3ccc(NS(=O)(=O)c4ccc(Cl)cc4)cc3C(=O)N([C@H](C)CO)C[C@H]2C)cc1	.	-33
Cc1cccc(-c2nnc(SCC(=O)Nc3cc([N+](=O)[O-])ccc3C)n2-c2ccccc2)c1	0	-24
CCCCCCCCCCCC1C(=O)C(=O)CC(=O)C1=O	.	1
O=[N+]([O-])c1cccc(-c2nn(-c3ccccc3)cc2CNCc2ccccc2)c1	1	2
CC(C)OC(=O)N(C)C[C@H]1OCc2cnnn2CCCC(=O)N([C@@H](C)CO)C[C@H]1C	1	.
C[C@@H]1CN([C@H](C)CO)C(=O)c2cccc(NC(=O)c3cnccn3)c2O[C@H]1CN(C)CC1CC1	.	-4
COc1ccccc1NC(=O)Cn1cncc1-c1ccc([N+](=O)[O-])cc1	7	-15
Cc1cc(OCC(=O)Nc2ccccc2C(N)=O)ccc1Br	1	?
CCOC(=O)c1cnc(Nc2nc3ccccc3s2)nc1CSc1nnc(C)s1	2	15
COc1ccc(NC(=O)CN(c2cc(Cl)cc(Cl)c2)S(C)(=O)=O)cc1OC	-6	4
C[C@H](CO)N1C[C@H](C)[C@H](CN(C)Cc2ccc3c(c2)OCO3)Oc2ncc(-c3cc4ccccc4o3)cc2C1=O	-3	-13
CC(C)NC(=O)Nc1ccc2c(c1)C(=O)N([C@H](C)CO)C[C@H](C)[C@H](CN(C)C(=O)Nc1ccc(F)cc1)O2	-1	.
Cc1ccc(C(=O)CC2(O)C(=O)N(Cc3cccc4ccccc34)c3ccccc32)cc1 (stereo not drawn)	2	-12
Cc1ccc2c(c1)c1nnc(SCCN3CCOCC3)nc1n2Cc1ccccc1	4	3
Cc1ccc(S(=O)(=O)N(C)C[C@H]2Oc3ccc(NS(=O)(=O)c4ccc(F)cc4)cc3C(=O)N([C@@H](C)CO)C[C@@H]2C)cc1	-9	.
Cc1noc(C)c1NC(=O)Nc1ccc2c(c1)CC(=O)N([C@@H](C)CO)C[C@@H](C)[C@@H](CN(C)Cc1ccc3c(c1)OCO3)O2	0	.
COc1ccc(NC(=O)N(C)C[C@H]2Oc3ccc(NC(=O)CCN4CCOCC4)cc3C(=O)N([C@@H](C)CO)C[C@@H]2C)cc1	.	5
O=C1O[C@@H](c2ccccc2)[C@@H](c2ccccc2)N2[C@@H](c3ccc(O)cc3)[C@]3(C(=O)Nc4ccc(C#CC5(O)CCCCCC5)cc43)[C@@H](C(=O)N3CCN(c4ncccn4)CC3)[C@H]12	0	.
COc1ccc(S(=O)(=O)N(C)C[C@@H]2Oc3c(NC(=O)c4cnccn4)cccc3C(=O)N([C@H](C)CO)C[C@H]2C)cc1	.	4
NNC(=O)CCn1c(-c2ccccc2)c(-c2ccccc2)c2ccccc21	.	-6
CCNC(=O)c1c(NC(=O)C(C)Oc2ccccc2F)sc2c1CCCC2 (stereo not drawn)	-3	6
C[C@@H]1CCCCO[C@H](CN(C)Cc2ccc(Cl)c(Cl)c2)[C@@H](C)CN([C@H](C)CO)C(=O)c2cc(NS(=O)(=O)c3cn(C)cn3)ccc2O1	-8	.
COc1ccc(S(=O)(=O)N(C)C[C@H]2OCCCC[C@@H](C)Oc3ccc(NC(=O)C4CCCCC4)cc3C(=O)N([C@H](C)CO)C[C@@H]2C)cc1	3	.
C[C@H]1CN([C@@H](C)CO)C(=O)Cc2cc(NS(=O)(=O)c3ccc(F)cc3)ccc2O[C@@H]1CN(C)C(=O)Nc1ccc(F)cc1	-1	.
Cc1nnsc1C(=O)OCCN(C)c1ccc(C#N)cn1	-4	.
CCOC(=O)c1c(NC(=O)CSc2nnc3ccc4ccccc4n23)sc(C)c1C	0	-14
COc1ccc(S(=O)(=O)N(C)C[C@@H]2Oc3ccc(NC(=O)Nc4ccc(F)cc4)cc3CC(=O)N([C@H](C)CO)C[C@@H]2C)cc1	2	.
Cc1noc(C)c1NC(=O)Nc1ccc2c(c1)C(=O)N([C@@H](C)CO)C[C@@H](C)[C@H](CN(C)C(=O)NC(C)C)O2	1	.
COc1cccc2cc(C(=O)C3C(=O)C(=O)N(CCN4CCOCC4)C3c3ccc(F)cc3)oc12 (stereo not drawn)	2	5
C[C@H]1CCCCO[C@H](CN(C)S(=O)(=O)c2ccccc2)[C@@H](C)CN([C@@H](C)CO)C(=O)c2cc(NS(=O)(=O)c3cn(C)cn3)ccc2O1	.	-5
COc1cc(C2NC(=S)NC(C)=C2C(=O)Nc2ccccc2C)c(Br)cc1OCC(=O)O (stereo not drawn)	-2	-5
Cc1noc(C)c1NC(=O)N(C)C[C@H]1Oc2ccc(NC(=O)Nc3ccc(F)cc3)cc2C(=O)N([C@H](C)CO)C[C@@H]1C	-1	6
CNC[C@H]1OCCCC[C@@H](C)Oc2ccc(N(C)C)cc2C(=O)N([C@@H](C)CO)C[C@H]1C	.	7
C[C@H]1CN([C@@H](C)CO)C(=O)c2cc(NC(=O)CCCN(C)C)ccc2O[C@@H]1CN(C)C(=O)Nc1cccc2ccccc12	.	-1
C[C@@H]1CN([C@@H](C)CO)C(=O)Cc2cc(NC(=O)Nc3ccc4c(c3)OCO4)ccc2O[C@H]1CN(C)C(=O)NC1CCCCC1	.	14
c1ccc2[nH]c(NCCN3CCOCC3)nc2c1	-1	8
O=C(O)CCCC(=O)Nc1ccc(Cl)c(Cl)c1	-3	-11
C[C@@H]1CN([C@@H](C)CO)C(=O)c2cc(N(C)C)ccc2O[C@@H](C)CCCCO[C@@H]1CN(C)S(=O)(=O)c1cn(C)cn1	.	3

Full records, looked up by structure.
Results for Cc1noc(C)c1NC(=O)Nc1ccc2c(c1)C(=O)N([C@@H](C)CO)C[C@@H](C)[C@H](CN(C)C(=O)NC(C)C)O2 → STK33 inh = 1; p53 PUMA act = .
Results for O=C1O[C@@H](c2ccccc2)[C@@H](c2ccccc2)N2[C@@H](c3ccc(O)cc3)[C@]3(C(=O)Nc4ccc(C#CC5(O)CCCCCC5)cc43)[C@@H](C(=O)N3CCN(c4ncccn4)CC3)[C@H]12 → STK33 inh = 0; p53 PUMA act = .
Results for COc1ccc(CN(C)C[C@H]2Oc3ccc(NS(=O)(=O)c4ccc(Cl)cc4)cc3C(=O)N([C@H](C)CO)C[C@H]2C)cc1 → STK33 inh = .; p53 PUMA act = -4

Compound activity from PubChem.
